MsrA inh – bovine MsrA inhibition. 0.75% of 360,000 active. purified bovine MsrA, absorbance read-out. inhibition, % at 15.5 µM. AID 651718; in the data active = inhibition above about 4.5%;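 also: 0% = vehicle wells with enzyme and 100% = reference inhibitor wells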
Scp1 inh – blocks human Scp-1 phosphatase activity; Recombinant Scp1, phosphopeptide, malachite green phosphate absorbance; inhibition, % at 20 µM; 0.88% of 340,000 active; AID 493091;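 active = inhibition above about 50% at 20 µM, limit read from the data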;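 also: plate controls were DMSO wells with enzyme for no effect and wells lacking enzyme for full effect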
Target sequence (Q9GZU7 76-261 limits assumed): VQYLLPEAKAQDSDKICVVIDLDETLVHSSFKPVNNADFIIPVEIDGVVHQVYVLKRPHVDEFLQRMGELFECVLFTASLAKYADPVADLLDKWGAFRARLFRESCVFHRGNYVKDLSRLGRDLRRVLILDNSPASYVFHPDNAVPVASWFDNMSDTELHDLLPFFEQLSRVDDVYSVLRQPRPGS
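Material – SCP-1 phosphatase catalytic domain, residues 76-261 · Buffer or medium – Acidic Tris acetate buffer with magnesium and detergent · Also added – Phospho 17-mer peptide substrate · Compound – single 20 µM dose, 1% DMSO · Times – 45 min room-temperature reaction, 5 min colour, 30 min stabiliser · Technique – Phosphate-binding colour reagent, absorbance read at 630 nm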
CendR NRP1 mod – NRP-1/CendR interaction modulation. 0.85% of 360,000 active. inhibition, % at 25 µM. FAM-RPARPAR peptide binding to NRP-1, fluorescence polarization. O14786. AID 602438;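 active = inhibition or corrected inhibition above about 18%, plus a signal ratio from 0.5 to 1.5, limit read from the data, passing the limit was not always enough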; also: strong numbers were not always called active
DNMT1 block – inhibitors of human DNMT1 | DNMT1 molecular beacon, Hinp1I cleavage, fluorescence | inhibition (reported as % activation of signal), % at 10 µM | 0.83% of 360,000 active; in the data active = inhibition above about 50%
LMPTP block – blocks human LMPTP phosphatase; P24666; recombinant LMPTP-A, OMFP fluorogenic substrate, fluorescence intensity; inhibition, % at 20 µM; 0.22% of 360,000 active;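 active = compounds that cut the enzyme signal by at least half of the control window in the single-dose screen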;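 also: plate controls were DMSO wells with enzyme plus substrate for no effect and substrate without enzyme for full effect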
Target sequence (P24666 whole entry, looked up): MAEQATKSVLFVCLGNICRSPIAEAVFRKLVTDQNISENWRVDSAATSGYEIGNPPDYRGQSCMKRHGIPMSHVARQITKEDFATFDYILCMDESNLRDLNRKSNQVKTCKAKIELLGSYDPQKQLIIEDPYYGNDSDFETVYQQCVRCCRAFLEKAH
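Test system: LMPTP-A, protein tyrosine phosphatase of low molecular weight; Input: 0.625 nM enzyme; Incubation: 50 min dark incubation at room temperature; Signal: endpoint fluorescence intensity from OMFP dephosphorylation; Read-out basis: % inhibition versus control wells.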
TbMetRS inhib – blocks T. brucei methionyl-tRNA synthetase activity; 0.4% of 360,000 active; purified T. brucei MetRS, ATP depletion, Kinase-Glo luminescence; inhibition, % at 11.9 µM;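 active = inhibition above a per-plate cutoff of the control wells' mean inhibition plus 3 SD, cut at about 5.5% in these data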;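 also: 0% = DMSO wells median and 100% = median of wells with control inhibitor compound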
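Material – parasite MetRS enzyme · Medium – HEPES-MgCl2-KCl buffer plus DTT, spermine, BSA, pyrophosphatase · Reagent – ATP, methionine and E. coli bulk tRNA substrates · Times – 15 min enzyme-compound preincubation, 2 h reaction, 10 min detection, 25 °C · Measured by – luminescence of leftover ATP · Evaluation – percent inhibition relative to median high and low control wells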
bovine MsrA act – activates bovine MsrA enzyme; purified bovine MsrA, absorbance read-out; activation, % at 10.6 µM; 0.3% of 360,000 active; AID 602163; in the data active = activation above about 7.5%;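 also: 0% = vehicle and 100% = reference activator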
SUMO1 PPI mod – modulators of human SUMO1-mediated protein-protein interactions; AID 602429; P63165; SUMO1 binding to a labelled peptide, TR-FRET, 1 h; inhibition, % at 20 µM; 0.33% of 360,000 active; in the data active = inhibition above about 37%
Target sequence (P63165 whole entry, looked up): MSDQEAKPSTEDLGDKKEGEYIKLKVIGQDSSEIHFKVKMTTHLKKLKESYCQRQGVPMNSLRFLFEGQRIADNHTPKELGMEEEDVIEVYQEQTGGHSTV
E coli Lon inh – inhibits E. coli Lon protease; P0A9M0; purified E. coli Lon protease, fluorescence polarization; inhibition, % at 7.94 µM; 0.42% of 360,000 active; AID 602123; in the data active = inhibition above about 13%, passing the limit was not always enough;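 also: 0% = enzyme with probe and DMSO and 100% = no enzyme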
STEP inh – inhibitors of human striatal-enriched phosphatase STEP; P54829; recombinant STEP, OMFP fluorogenic substrate, fluorescence; inhibition, % at 20 µM; 0.25% of 360,000 active; AID 588621;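 active = inhibition at 20 µM, scaled per plate between control wells, above about 37%, limit read from the data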;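 also: 0% = DMSO with enzyme and substrate and 100% = substrate only without enzyme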
Target sequence (P54829 whole entry, looked up): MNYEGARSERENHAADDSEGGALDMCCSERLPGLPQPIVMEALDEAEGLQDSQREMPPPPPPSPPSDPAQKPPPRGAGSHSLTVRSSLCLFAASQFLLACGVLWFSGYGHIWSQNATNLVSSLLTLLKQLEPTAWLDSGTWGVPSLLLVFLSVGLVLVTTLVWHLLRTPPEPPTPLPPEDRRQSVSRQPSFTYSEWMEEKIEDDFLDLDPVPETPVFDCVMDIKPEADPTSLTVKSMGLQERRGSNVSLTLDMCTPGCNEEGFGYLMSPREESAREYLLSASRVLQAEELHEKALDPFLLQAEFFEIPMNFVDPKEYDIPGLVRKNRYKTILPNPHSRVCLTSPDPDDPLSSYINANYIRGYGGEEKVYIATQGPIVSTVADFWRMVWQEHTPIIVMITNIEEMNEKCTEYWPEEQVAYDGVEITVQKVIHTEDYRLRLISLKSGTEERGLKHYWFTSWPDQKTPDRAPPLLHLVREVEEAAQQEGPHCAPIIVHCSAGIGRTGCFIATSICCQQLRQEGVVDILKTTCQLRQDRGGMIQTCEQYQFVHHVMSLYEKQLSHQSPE
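Material: STEP (striatal-enriched tyrosine phosphatase) enzyme, cell-free | Medium: 50 mM Bis-Tris pH 6.0 with 2.5 mM DTT and 0.005% Tween 20 | Read-out: Percent inhibition scaled to no-enzyme and uninhibited-enzyme controls, plate-pattern corrected | Signal: Fluorescence read at 480 nm ex / 540 nm em | Times: 20 min reaction, room temperature, in the dark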
Active calls of the source: *; . = not tested or not shown.

SMILES | MsrA inh | Scp1 inh | CendR NRP1 mod | DNMT1 block | LMPTP block | TbMetRS inhib | bovine MsrA act | SUMO1 PPI mod | E coli Lon inh | STEP inh
Nc1ccc2nn(-c3ccc(Cl)cc3)nc2c1 | 1.6 | -4 | -6 | -12 | 2.0 | 0.2 | -3 | -9 | -1 | 1
CC(Oc1ccccc1)C(=O)Nc1c2c(nn1-c1ccccc1)CS(=O)(=O)C2 (stereo not drawn) | -0.4 | -5 | 3 | 1 | 0.4 | -0.4 | 0 | 0 | 8 | -2
Cc1ccc(S(=O)(=O)N2CCCCC2)c2nsnc12 | 1.4 | -4 | 9 | 2 | 0.5 | -0.5 | -4 | -22 | 4 | -1
COc1ccccc1CN(Cc1cc2cc(C)cc(C)c2[nH]c1=O)Cc1nnnn1CC1CCCO1 (stereo not drawn) | -0.2 | 0 | -9 | 1 | -0.2 | -0.2 | -9 | -7 | 3 | 0
O=C(c1cc(COc2ccc3c(c2)CCCC3)on1)N1CCCC1 | 0.3 | . | -4 | 2 | -0.2 | -0.3 | -1 | 8 | 0 | 3
COc1ccccc1CNS(=O)(=O)c1cccc(S(=O)(=O)N2CCOCC2)c1 | 0.5 | -2 | -8 | 1 | -0.4 | 0.1 | -1 | 2 | -6 | -2
COc1cccc(C2c3c(oc4ccc(Cl)cc4c3=O)C(=O)N2c2cc(C)on2)c1OC (stereo not drawn) | -0.7 | -7 | -4 | 5 | 2.0 | -1.0 | -5 | -4 | -10 | -2
O=C(CSc1ncccn1)Nc1ccc(S(=O)(=O)N2CCCCC2)cc1 | 0.7 | -3 | -1 | -6 | -0.7 | -0.3 | -9 | 1 | 1 | -2
O=C1CCCCCN1CP(=O)(O)CCc1ccccc1 | -1.5 | -6 | 1 | 0 | -2.7 | -1.3 | -5 | -2 | -5 | -1
CCOc1ccc(N(CC)C(=O)c2cn(CC)c(=O)c3cc(OC)c(OC)cc23)cc1 | 0.3 | 0 | -4 | 1 | 0.2 | -1.7 | -9 | 0 | -7 | -1
N#Cc1cnc(SCC(=O)NNC(=O)COc2cccc3ccccc23)nc1N | 1.5 | 0 | 3 | -6 | 15 | -0.4 | -1 | 10 | -5 | 100*
O=C(NC(Cc1ccccc1)C(=O)O)c1ccccc1 (stereo not drawn) | -0.5 | -1 | 17 | 3 | -0.4 | -1.1 | -3 | -1 | -2 | -2
O=C1OCc2ccc(NC(=O)C3CCCCC3)cc21 | -0.7 | -5 | -12 | 2 | -0.7 | -0.4 | 0 | 3 | -10 | 2
CC1([N+](=O)[O-])COC(C=Cc2ccccc2)OC1 (stereo not drawn) | 1.0 | -7 | 11 | 2 | -2.5 | 0.0 | -4 | 2 | -8 | -3
COc1ccc(C(=O)CSc2nnc(Cn3nnc4ccccc43)n2C)cc1 | -0.3 | -4 | -6 | 6 | -0.4 | -0.7 | -10 | -3 | 0 | 0

Overlap with the part before: four compounds; new compounds follow.
SMILES | MsrA inh | Scp1 inh | CendR NRP1 mod | DNMT1 block | LMPTP block | TbMetRS inhib | bovine MsrA act | SUMO1 PPI mod | E coli Lon inh | STEP inh
O=C(NC(Cc1ccccc1)C(=O)O)c1ccccc1 (stereo not drawn) | -0.5 | -1 | 17 | 3 | -0.4 | -1.1 | -3 | -1 | -2 | -2
O=C1OCc2ccc(NC(=O)C3CCCCC3)cc21 | -0.7 | -5 | -12 | 2 | -0.7 | -0.4 | 0 | 3 | -10 | 2
CC1([N+](=O)[O-])COC(C=Cc2ccccc2)OC1 (stereo not drawn) | 1.0 | -7 | 11 | 2 | -2.5 | 0.0 | -4 | 2 | -8 | -3
COc1ccc(C(=O)CSc2nnc(Cn3nnc4ccccc43)n2C)cc1 | -0.3 | -4 | -6 | 6 | -0.4 | -0.7 | -10 | -3 | 0 | 0
CCOc1ccc(CN(C)CC(=O)Nc2cc(OC)c([N+](=O)[O-])cc2C)cc1 | 0.5 | 0 | 0 | -3 | 0.7 | 0.6 | 3 | -2 | -1 | 2
C[C@H](NC(=O)OC(C)(C)C)C(=O)N/N=C/C1=Cc2ccccc2OC1 | 2.7 | -11 | -14 | 2 | -1.2 | 2.1 | -3 | -16 | -1 | -2
CC(c1ccccc1)C(CC(=O)O)C(=O)Nc1ccc(Cl)c(Cl)c1 (stereo not drawn) | 0.8 | -6 | 3 | -1 | -2.3 | -0.2 | -2 | 8 | 4 | -1
Cc1cccc(NC(=O)CN2CCN(CC(=O)NCC3(N4CCCCC4)CCCCC3)CC2)c1C | 1.1 | -5 | 13 | 0 | 0.6 | -0.2 | -4 | -5 | 4 | -3
C[C@@H]1CCC(=O)N(CC[C@H](Sc2ccc(Br)cc2)c2ccccc2)CC1 | 1.5 | -6 | 10 | 4 | 14 | 0.1 | -1 | 6 | 6 | 0
NC1=NS(=O)(=O)NC1c1ccc(Br)cc1 (stereo not drawn) | -0.2 | -9 | -5 | 3 | -0.9 | -0.2 | -2 | 2 | 3 | -2
CCOC(=O)c1ccccc1NC(=O)Cn1cnc2c1c(=O)n(C)c(=O)n2C | -0.8 | 3 | -15 | -1 | 0.2 | 0.1 | -1 | -1 | 4 | 2
O=C(Cn1cnc2c(nnn2Cc2ccc(F)cc2)c1=O)N1CCN(c2ccccc2)CC1 | -0.1 | -11 | 1 | 0 | -2.0 | 0.2 | -2 | 3 | 0 | -2
Cc1cccc(-n2ncc3c2CCCC3NC(=O)CC(F)(F)F)c1C (stereo not drawn) | -0.7 | -9 | 2 | 0 | -0.2 | -0.4 | -2 | -1 | -10 | 1
COCCNC(=O)C(c1ccc(O)cc1)N(Cc1ccccc1)C(=O)CCC(=O)Nc1nccs1 (stereo not drawn) | 0.0 | -7 | -7 | 27 | 0.1 | -0.1 | -4 | 0 | 3 | 0
CC1CC(C)CN(C(=O)C2CCC(CNS(=O)(=O)c3ccccc3)CC2)C1 (stereo not drawn) | 0.1 | -10 | 2 | 0 | -0.6 | 0.0 | -1 | 2 | 1 | -4
CC(C)c1ccc(OCc2nnc(SCC(=O)N3CCCCC3)o2)cc1 | 0.1 | -3 | 3 | -5 | -0.2 | -0.3 | 0 | 3 | 1 | 1
CC(=O)NC(c1ccccc1)c1nc(-c2cnc3ccccc3c2)cs1 (stereo not drawn) | 1.5 | . | -9 | -1 | -1.8 | -0.1 | 0 | -18 | -11 | -1
CC(=O)Nc1cc(-c2ccccc2)nn1Cc1ccc(Cl)cc1 | -0.3 | -3 | 0 | 4 | -0.7 | -0.8 | -2 | 0 | 9 | -2
O=C1CSC(c2ccccc2)N1c1ccccc1F (stereo not drawn) | 0.1 | -7 | -2 | 2 | -0.9 | -0.1 | -3 | 0 | -4 | 1
CCCCn1cnc2sc3c(c2c1=N)CCCC3 | -0.6 | 2 | -8 | 0 | 0.9 | -0.3 | 2 | 3 | 6 | 1
COC(=O)c1ccc(NC2CC(=O)N(c3ccccc3C)C2=O)cc1 (stereo not drawn) | 0.6 | -5 | 16 | 3 | -0.1 | -0.1 | -4 | 0 | 4 | 1
CSc1nnc2c(n1)[nH]c1c(C)cccc12 | 1.2 | -3 | 1 | 4 | 1.9 | -1.0 | -4 | -20 | 14 | 0
O=c1[nH]c([N+](=O)[O-])nn1C(c1ccccc1)c1ccccc1 | 0.5 | -10 | -2 | -1 | -0.6 | -0.6 | -4 | -7 | 0 | 2
COc1cccc(OCc2cc(C(=O)N(C)C3CC(C)(C)NC(C)(C)C3)no2)c1 | -1.9 | 7 | 6 | 0 | -0.6 | 0.2 | -2 | 0 | 0 | -1
CCOC(=O)N1CCC(=NNc2ncc(C(F)(F)F)cc2Cl)CC1 | -0.7 | -5 | -9 | -1 | 0.1 | 0.2 | -1 | 3 | -5 | 1
Cc1ccc(C)c(C(=O)CSc2nc(C)cc(=O)[nH]2)c1 | 0.1 | -9 | 7 | 1 | -1.4 | 0.3 | 2 | 6 | -2 | -2
CCOc1ccccc1OCCC(=O)Nc1ccc2c(c1)OCO2 | 0.4 | -10 | 5 | 1 | 1.4 | -0.1 | -1 | -5 | -8 | 5
CCCOc1ccc(-c2c(C(=O)N/N=C/c3ccc(C)o3)nnn2-c2nonc2N)cc1 | 2.4 | -9 | 4 | -1 | -2.1 | -0.1 | -5 | 3 | -10 | 1
c1ccc(OCCCCN2CCOCC2)cc1 | -0.9 | 0 | -11 | 1 | -1.7 | -0.4 | -10 | 1 | -1 | 2
Cc1cc(NC(=O)CCNS(=O)(=O)c2ccc3[nH]c(=O)oc3c2)ccc1Br | -0.3 | -6 | -7 | -1 | 0.1 | -0.3 | -2 | 1 | -6 | -3
Cc1ccc(C(=O)NC(=S)N2CCN(c3ccccc3F)CC2)cc1 | 0.2 | -7 | -1 | 1 | -0.5 | -0.1 | 1 | 0 | 4 | 2
CC(=O)Nc1ccc(S(=O)(=O)N2CCC(c3nc4ccccc4[nH]3)CC2)cc1 | 0.1 | -6 | -9 | 1 | 0.3 | 1.0 | -3 | 0 | -7 | 1
COc1ccccc1CCNC(=O)C1CC(=O)N(c2ccccc2F)C1 (stereo not drawn) | -0.9 | . | 9 | 2 | 1.3 | -0.3 | 0 | -7 | 3 | 0
Cc1c(NC(=O)C(Sc2ccccc2)c2ccccc2)cccc1[N+](=O)[O-] (stereo not drawn) | 0.7 | -5 | 4 | -4 | 2.2 | -1.4 | -1 | -4 | -1 | 2
CN(C)C(CNC(=O)c1cnc(Cl)c(Cl)c1)c1ccccc1 (stereo not drawn) | 0.4 | -4 | 4 | 3 | -2.5 | 1.3 | -3 | -3 | -9 | 2
O=C(NC1CCCC1)C(c1cccnc1)N(C(=O)c1ccco1)c1cccc(F)c1 (stereo not drawn) | -0.8 | -6 | 15 | -1 | -0.9 | 4.1 | 0 | 9 | -3 | -3
O=C(COC(=O)c1ccc(Cl)nc1)Nc1cccc(S(=O)(=O)N2CCCCC2)c1 | 0.4 | 22 | -9 | -1 | 0.0 | -0.6 | -8 | 2 | -2 | 1
CC(C)(C)NC(=O)C(c1ccc(C#N)cc1)n1c(=O)c(-c2cc3ccccc3[nH]2)nc2ccccc21 (stereo not drawn) | 2.0 | . | 10 | . | 2.6 | -1.2 | . | -2 | . | .
Cc1cccc(Cn2nc(-n3cccc3)c3c(C)cc(C)nc32)c1 | 0.8 | 1 | 5 | 2 | 3.7 | -0.3 | -2 | 5 | -2 | 1
OCCCn1c(-c2ccccc2)csc1=Nc1ccccc1 | 1.2 | -1 | -4 | 1 | 0.0 | 0.5 | -1 | 2 | -5 | 2
COc1ccc(C(=O)OCC(=O)NC2CCCCCC2)cc1OC | 0.4 | -1 | -4 | 3 | -0.4 | -0.3 | -12 | -3 | 14 | -1

Assay outcomes: PubChem BioAssay, several laboratories
